GLP1R cytotox – cytotoxicity in counter-screen for GLP-1R inverse agonists | HEK293 cAMP-luciferase reporter cells, luminescence, 24 h | Potency, µM (top dose mostly 38.3 µM), for the others: at the top dose activity change, negative = inhibition, actives largely listed as inhibitors | hit rate 0.13% among 410,000;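 note: loss of luciferase light is scored as toxicity; potency is the fitted concentration of half-maximal effect; % is set by controls: 0 for no effect and ±100 for the full control effect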
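Luminescence readout: signal drop marks cytotoxicity. Plated cells grew 12 h at 37 °C, 5% CO2, received 23 nL compound for 24 h, then got luciferase reagent, read after 12 min at RT.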
IL1B secr inh – blocks inflammasome-driven IL-1 beta release. hit rate 4.7% among 360,000. THP-1 LPS/ATP IL-1B secretion, AlphaLISA, 16 h; hits give low values. activity change, % at 57.5 µM; in the data active = activity change below about -50%; inconclusive = mostly about -30% to -49%; note: % is set by controls: 0 for no effect and ±100 for the full control effect
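THP-1 cells pretreated 1 hr with compounds (up to 57.5 uM final), then stimulated with LPS (250 ng/mL final) plus ATP (1.25 mM final); secreted IL-1B measured by AlphaLISA after 16 hr, decreased signal indicating inhibition.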
DRD3 agonist – agonists of human D3 dopamine receptor; P35462; D3R DiscoveRx beta-arrestin cells, luminescence, 90 min; max activation, %; hit rate 0.58% among 410,000; in the data active = max activation above about 30%; note: 0% is about no effect; mostly tested at two doses, the higher about 12 µM
Target sequence (P35462 whole entry, looked up): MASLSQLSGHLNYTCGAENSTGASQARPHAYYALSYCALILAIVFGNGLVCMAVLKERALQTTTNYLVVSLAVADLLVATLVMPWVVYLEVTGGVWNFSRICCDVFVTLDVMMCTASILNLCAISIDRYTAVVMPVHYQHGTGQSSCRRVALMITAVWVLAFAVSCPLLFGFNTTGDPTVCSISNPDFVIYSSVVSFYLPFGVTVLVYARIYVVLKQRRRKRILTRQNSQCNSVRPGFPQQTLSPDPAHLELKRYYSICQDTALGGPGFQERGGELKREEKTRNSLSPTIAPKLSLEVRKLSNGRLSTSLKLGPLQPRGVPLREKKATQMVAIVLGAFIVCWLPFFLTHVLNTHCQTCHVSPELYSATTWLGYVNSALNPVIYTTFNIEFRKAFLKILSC
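Cells at 1500/well, incubated overnight, then treated with pinned compounds (dopamine as control) for 90 min at 37 degrees C. DiscoveRx reagent added for 30 - 60 minutes at room temperature; luminescence read.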
SW480 rereplic – inducers of DNA re-replication in SW480 colon cancer cells; Potency, µM (doses to about 46.1 µM), for inactives: at the top dose re-replication activation, usual class: activators; hit rate 1.8% among 340,000; SW480 DNA re-replication, Hoechst DNA content imaging, 48 h; note: potency is the fitted concentration of half-maximal effect; % of control where 0% means no effect; nearly all actives have a fitted effect of over 55% in size
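Compounds, transferred as 23 nL by pin tool, were incubated with cells for 48 hr; DNA content per nucleus was then quantified by Hoechst staining and fluorescence plate imaging.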
KB-V1 cytotox – kills drug-selected multidrug resistant KB-V1 cells; Potency, µM (series often up to 46.1 µM), for the others: at the top dose activity change, negative = cytotoxicity, most hits filed as cytotoxic; hit rate 3.4% among 400,000; KB-V1 MDR cells viability, CellTiter-Glo, 72 h; AID 1347076; note: potency is the fitted concentration of half-maximal effect; % is set by controls: 0 for no effect and ±100 for the full control effect; nearly all actives have a fitted effect of over 60% in size
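KB-V1, DMEM (no phenol red) + 10% FBS; cpd pin-transferred, titration series; 72 h, 37 degrees C; CellTiter-Glo, luminescence. Data normalized, curve-fit.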
KB-3-1 tox – kills parental KB-3-1 adenocarcinoma cells | hit rate 1.4% among 400,000 | AID 1347075 | Potency, µM (top dose mostly 46.1 µM), without a hit: at the highest dose activity change, negative = cytotoxic, actives largely listed as cytotoxic | KB-3-1 viability, CellTiter-Glo ATP luminescence, 72 h; note: potency is the fitted concentration of half-maximal effect; % is set by controls: 0 for no effect and ±100 for the full control effect; nearly all actives have a fitted effect of over 60% in size
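KB-3-1 cells, DMEM (no phenol red) + 10% FBS; compound by pin transfer, 72 h, 37 °C. Readout: CellTiter-Glo luminescence after 10 min. Data normalized, curve-fitted.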
HT1080 IDH1KD tx – kills HT-1080 cells with IDH1 knockdown; HT-1080 IDH1 knockdown viability, ATP luminescence, 48 h; Potency, µM (series often up to 46.1 µM), inactives show at the top dose activity, negative = toxicity, hits mostly cytotoxic; hit rate 2% among 360,000;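 note: potency is the fitted concentration of half-maximal effect; 0% = DMSO wells and -100% = cell-free medium wells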
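CellTiter-Glo luminescence after 48 h compound exposure at 37 degrees C of IDH1-knockdown HT-1080 cells in 5% FBS RPMI. %Activity scaled between DMSO wells and cell-free media wells, with curves fitted and assigned curve classes.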
HT1080NT lethal – kills 2HG-producing HT-1080-NT fibrosarcoma cells. HT-1080-NT fibrosarcoma viability, CellTiter-Glo ATP luminescence, 48 h. Potency, µM (series often up to 46.1 µM), for the others: at the highest dose activity, negative = less viability, most hits filed as cytotoxic. hit rate 1.6% among 360,000. AID 686970;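 note: NT is the 2HG producing partner of a matched IDH1 knockdown line; potency is the fitted concentration of half-maximal effect; 0% = DMSO-treated cells and -100% = media-only wells without cells; nearly all actives have a fitted effect of over 55% in size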
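HT-1080-NT fibrosarcoma cells (2HG-overproducing), 750 cells/well in RPMI with 5% FBS, dosed after 2 h and incubated 48 h at 37C. CellTiter-Glo luminescence normalized to DMSO and no-cell wells; concentration-response curves fitted and classed.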
MCF10A rerep – inducers of DNA re-replication in MCF 10A breast cells; MCF 10A DNA re-replication, Hoechst nuclear intensity, 48 h; Potency, µM (titrated, usually from 46.1 µM), inactives show at the highest dose activity, positive = re-replication, actives largely listed as activators; hit rate 2.9% among 350,000; AID 624296; note: potency is the fitted concentration of half-maximal effect; % of control where 0% means no effect; nearly all actives have a fitted effect of over 50% in size
An asterisk follows results filed as active; u = inconclusive; x = no result given; [ ] = dose if it differs, or a comment. Unless noted, calls come from the whole dose curve; as a rule, active = well fitted curve in the direction sought with a large enough effect; inconclusive = small, poorly fitted or top-dose-only effect, or another doubt; inactive = no such curve, though single readings can be large; an effect the other way counts as inactive or inconclusive.

SMILES | GLP1R cytotox | IL1B secr inh | DRD3 agonist | SW480 rereplic | KB-V1 cytotox | KB-3-1 tox | HT1080 IDH1KD tx | HT1080NT lethal | MCF10A rerep
Cc1ccc(N(CCC(=O)O)S(=O)(=O)c2ccc(C)cc2)cc1 | -11% | 17 | 2 | -3% | 17% | 11% | 15% | 19% | 0%
CN1C(C(=O)NCC2CC2)CC2Cn3c(nc4ccccc43)C21 (stereo unspecified) | 4% | 8 | -6 | -4% | 28% | 11% | 9% | 17% | -1%
O=C(Nc1cc(C(F)(F)F)ccc1F)C1CCC1 | -18% | -4 | 4 | -5% | 0% | -1% | 6% | 12% | -2%
O=C(NCc1ccccc1)c1ccc[n+]([O-])c1 | -1% | 20 | 4 | 18% | 9% | 1% | 10% | 13% | 1%
O=C(CN1CCN(C(=O)CNC(=O)c2ccc3c(c2)OCO3)CC1)Nc1ccccc1Cl | 1% | u | 5 | 0% | 9% | 13% | 2% | 3% | -1%
Cc1[nH]c2ccc(C(=O)N3CCCCC3)cc2c1C | -5%[0.307 µM] | -2 | -6 | 4% | u | -11% | -6% | -3% | 1%
COc1ccc(OCCOCCN2CCOCC2)cc1 | 4% | -6 | -17 | 0% | -4% | -7% | 12% | 3% | 1%
COc1ccc(NC(=O)NNC(=O)c2ccc(-c3ccccc3)cc2)cc1 | -10% | 7 | 5 | 11% | 18% | 3% | u | -4% | 6%
CCCCn1c(N)c(N(CCOC)C(=O)CSc2ccc([N+](=O)[O-])cc2)c(=O)[nH]c1=O | 4% | 29 | -2 | 7% | 5% | 16% | -2% | 2% | 5%
Nc1ccccc1Sc1cc(Cl)nnc1Cl | 2% | 4 | 4 | -16% | 8% | 0% | -3% | 2% | 4%
CN(C)C(=O)c1coc2nc3ccccc3nc12 | 33%[activator] | 26 | -15 | -6% | 6% | -3% | -13% | -23% | u
CCC1CN(C(=O)Nc2ccc(C)c(F)c2)c2ccccc2S1 (stereo unspecified) | 14% | x | 3 | x | -7% | 10% | x | x | x
COc1ccc2c(c1)CC(=O)NC=C2 | -6% | 3 | -6 | -5% | 1% | 4% | 6% | 12% | 0%
CCC1Sc2ccc(S(=O)(=O)CCC(=O)Nc3ccccc3Cl)cc2NC1=O (stereo unspecified) | -10% | 2 | 1 | -22% | 15% | 0% | -8% | -7% | 4%
C=CCn1c(SCc2nc3ccccc3[nH]2)nnc1-c1ccccn1 | 1% | 9 | 0 | 7% | 0% | 2% | 2% | -2% | 4%
CCOC(=O)C1=C(O)/C(=C/c2ccc(-c3ccccc3C(=O)O)o2)SC1=Nc1ccc(OC)cc1 | 28% | -21 | 0 | -2% | 35% | 0% | 2% | 0% | 4%
CC(=O)c1cccc(NC(=O)Nc2c(C)n(C)n(-c3ccccc3)c2=O)c1 | -12% | x | -14 | x | 0% | -10% | x | x | x
O=C(Nc1ccc(Cl)cc1)c1cccc(NC2=NC3CS(=O)(=O)CC3S2)c1 (stereo unspecified) | 2% | -18 | -5 | -1% | -14% | -12% | -5% | -4% | -1%
COc1cccc(CNC(=O)C(=O)Nc2ccc3nc4n(c(=O)c3c2)CCCCC4)c1 | 2% | x | 0 | x | -19% | -6% | x | x | x
COC(=O)c1ccc(C23CC4(C2)[C@H](CN(Cc2cccnc2)[C@@H]4c2ccccc2)C3c2ccccc2)cc1 (stereo partly specified) | 7% | 30 | 47* | u | -13% | u | -22% | 0% | 24%
CCCNC(=O)C(Cc1ccc(Br)cc1)NC(=O)c1ccc(C#N)cc1 (stereo unspecified) | -4% | 0 | -4 | -1% | 0% | u | -4% | -5% | 1%
COc1ccc(OC)c(/C=C/C(=O)N2CCN(S(=O)(=O)c3ccc(C)cc3C)CC2)c1 | -2% | -23 | -2 | 14% | 3.7µM* | u | -2% | -2% | 4%
CCc1ncc(C(O)c2ccc(Cl)cc2)n1Cc1ccccc1 (stereo unspecified) | -4% | 17 | 8 | x | u | u | u | -9% | x
O=C(Nc1nccs1)C1CCN(S(=O)(=O)c2ccc(Cl)c(C(F)(F)F)c2)CC1 | -9% | 9 | -1 | 0%[9.22 µM] | -6% | 0% | -17% | -25% | 4%
O=c1[nH]c2cc3c(cc2cc1C(c1nnnn1C1CCCCC1)N1CCSCC1)OCCO3 (stereo unspecified) | -2% | -28 | -4 | 0% | -17% | -4% | -4% | -2%[9.24 µM] | -1%

As entered above.
Cc1[nH]c2ccc(C(=O)N3CCCCC3)cc2c1C – DRD3 agonist: -6
O=C(Nc1ccc(Cl)cc1)c1cccc(NC2=NC3CS(=O)(=O)CC3S2)c1 (stereo unspecified) – SW480 rereplic: -1%
Nc1ccccc1Sc1cc(Cl)nnc1Cl – IL1B secr inh: 4

Carrying on:
SMILES | GLP1R cytotox | IL1B secr inh | DRD3 agonist | SW480 rereplic | KB-V1 cytotox | KB-3-1 tox | HT1080 IDH1KD tx | HT1080NT lethal | MCF10A rerep
CC1CCCCC1NC(=O)/C=C/c1nc2ccccc2s1 (stereo unspecified) | -19% | -29 | -13 | 2% | -6% | 5% | -1% | -5% | 6%
COc1ccc(CCNC(=O)CCN2C(=O)[C@@H]3Cc4ccccc4CN3C2=O)cc1OC | -28% | 10 | 5 | -33% | 20% | 0% | 3% | 4% | -1%
O=C(NN1C(=O)/C(=C/c2cccs2)SC1=S)c1ccncc1 | u | -9 | 5 | -9% | u | -5% | -12% | -1% | 9%
CC(C)c1cccc(C(C)C)c1NC(=O)OC1CCCCC1 | 2% | 2 | -4 | x | -14% | -21% | 10% | 23% | x
CC(C)n1nnnc1-c1cccc(Cl)c1 | 5% | 0 | 8 | -11% | u | 0% | 8% | 5% | 0%
COc1cnc(-c2ccccn2)nc1Oc1ccccc1Cl | 11% | 2 | 1 | -9% | 4% | 4% | 1% | 14% | 3%
O=C1OCc2ccc([N+](=O)[O-])cc21 | 0% | 0 | 5 | -9% | 17% | 27% | 2% | 2% | -29%
CCC(=O)N(Cc1cc2cccc(C)c2[nH]c1=O)c1ccccc1OC | 8% | 19 | -1 | 17% | -10% | -4% | 0% | 0% | 3%
CC(C)CC(=O)Nc1ccc(Cc2ccncc2)cc1 | -3% | -7 | -23 | -1% | -16% | -3% | 1% | 3% | 12%
O=[N+]([O-])c1cccnc1S(=O)(=O)c1ccccc1 | u | -97* | -9 | 9.2µM* | u | u | 18µM* | 12µM* | 2.9µM*
O=C(c1ccc(Cl)s1)N1CCc2ccccc21 | 3% | -13 | 3 | -10% | u | -2% | -11% | 11% | -6%
CC(=O)Nc1ccc(C(=O)OCc2ccc(F)cc2Cl)cc1 | -2% | -6 | 0 | u | -16% | 1% | -20% | -11% | 24%
CCC(C)c1ccc(OCCn2ccnc2)cc1 (stereo unspecified) | 0% | u | 7 | 0% | u | -21% | 0% | 4% | 11%
CCCC(=O)N1CCN(c2nc3ccc(CC)cc3s2)CC1 | u | -3 | 7 | -5% | 3% | -5% | 7% | -1% | 12%
Cc1ccc(C)n1-c1ccc(-c2ccn[nH]2)cc1 | 9% | -70* | 2 | 13% | -3% | 0% | -14% | -19% | 14%
O=C(NCC(c1cccnc1)N1CCOCC1)Nc1ccccc1 (stereo unspecified) | 9% | 28 | -3 | -3% | 5% | -1% | -1% | 0% | 0%
CCCCCCCC(=O)NN=C1CCN(Cc2ccccc2)CC1 | 8% | -9 | -1 | 7% | 26% | 9% | -2% | -1% | 9%
CCCN=C1NC(=O)C(CC(=O)NCCc2ccc(OC)c(OC)c2)S1 (stereo unspecified) | 2% | 1 | 0 | -2% | 6% | -4% | 16% | 15% | u
CCOC(=O)N1C(=O)NC(=O)C1c1ccc(Cl)cc1 (stereo unspecified) | 11% | 0 | -1 | 1% | u | -8% | -11% | -2% | -1%
CCOC(=O)c1cc(OC(=O)c2cc(OC)c(OC)c(OC)c2)n(-c2ccccc2)n1 | -19% | x | 6 | x | -6% | 2% | x | x | x
Cn1c2c(c3ccccc31)CCSC2=O | 1% | 23 | -7 | 1% | -28% | 1% | 1% | 6% | 3%
CCOC(=O)C1CCN(C(=O)CN(c2ccc3c(c2)OCCO3)S(=O)(=O)c2ccccc2)CC1 | -4% | -6 | 0 | -13% | u | -18% | 9% | 17% | -4%
COc1cccc(CN2CC(C(=O)N(C)Cc3[nH]c4ccccc4c3C)CCC2=O)c1 (stereo unspecified) | -7% | 0 | 3 | -8% | 2% | 1% | -2% | -17% | 1%
CCc1nn(CC(=O)NCc2cccnc2)c(=O)c2cc3occc3n12 | 1% | 5 | 7 | -18% | 1% | -12% | 19% | 8% | -1%
CCOc1ccc(C(=S)N2CCOCC2)cc1OC | 1% | 17 | 7 | -7% | 0% | 1% | -2% | -4% | -5%
COc1ccc2c(c1)c1c(c(=O)n(-c3cccc(Cl)c3)c(=O)n1CC(=O)N1CCCC1)n2C | 3% | x | 1 | x | u | -13% | x | x | x
Cc1ccccc1-c1nnc(SCC(=O)Nc2cccnc2Cl)o1 | 0% | 15 | -7 | -8% | 10% | u | 23µM* | 18µM* | -18%
COc1ccc2cc(CN(CC3CCCO3)C(=O)Nc3ccccc3OC)c(=O)[nH]c2c1 (stereo unspecified) | u | -27 | -7 | 15µM* | 12µM* | 5.2µM* | 2.3µM* | 2.6µM* | 18µM*
COc1ccc(NC(=O)c2cn(CCC#N)nc2-c2cccs2)cc1 | 3% | -26 | 10 | -6% | 0% | 7% | 2% | 29% | 1%

Record cards, from the list above.
COc1ccc2c(c1)CC(=O)NC=C2 is entered as GLP1R cytotox: -6%; IL1B secr inh: 3; DRD3 agonist: -6; SW480 rereplic: -5%; KB-V1 cytotox: 1%; KB-3-1 tox: 4%; HT1080 IDH1KD tx: 6%; HT1080NT lethal: 12%; MCF10A rerep: 0%
CCCN=C1NC(=O)C(CC(=O)NCCc2ccc(OC)c(OC)c2)S1 (stereo unspecified) is entered as GLP1R cytotox: 2%; IL1B secr inh: 1; DRD3 agonist: 0; SW480 rereplic: -2%; KB-V1 cytotox: 6%; KB-3-1 tox: -4%; HT1080 IDH1KD tx: 16%; HT1080NT lethal: 15%; MCF10A rerep: u

Bioassay records (PubChem)
